# aGlu spleen mod – qHTS Assay for Inhibitors and Activators of Human alpha-Glucosidase From Spleen Homogenate; Lysosomal alpha-glucosidase (Homo sapiens), P10253; human spleen homogenate, 4-MU-alpha-glucoside fluorescence; Potency, µM (titrated, usually from 79.9 µM), for inactives: at the top dose activity change, negative = inhibition, hits mostly inhibitors; 240,000 compounds, 0.006% hits; AID 2112, 2009;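 note: 0% = enzyme with vehicle and -100% = no enzyme basal signal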
#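 AC50 values come from Hill-equation fits of concentration-response data, normalized to no-enzyme and full-activity controls. Enzyme source: 1 ug human spleen homogenate; 1 mM fluorogenic 4-MU glucoside, pH 5.0 citrate buffer, 37 C, 40 min.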
# GAA inhib – qHTS Assay for Inhibitors of Human alpha-Glucosidase as a Potential Chaperone Treatment of Pompe Disease; purified human GAA, 4-MU-alpha-glucoside fluorescence; AID 1466, 2008; Lysosomal alpha-glucosidase (Homo sapiens), P10253; 200,000 compounds, 0.005% hits; Potency, µM (highest dose often 76.9 µM), inactives show at the top dose activity change, negative = inhibition, actives largely listed as inhibitors;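 note: plate controls were uninhibited enzyme wells for no effect and no-enzyme background for full effect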
#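 Compounds are titrated up to 77 uM against 4 nM human enzyme. Substrate 4-methylumbelliferyl-alpha-D-pyranoside (400 uM) reacts 20 min at room temperature in pH 5.0 buffer; liberated 4-methylumbelliferone is read at 440 nm.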
# GAA glycogen – qHTS Assay for Inhibitors and Activators of Human alpha-Glucosidase Cleavage of Glycogen; 300,000 compounds, 0.38% hits; recombinant GAA, glycogen substrate, Amplex Red glucose oxidase fluorescence; Potency, µM (top dose mostly 76.4 µM), for the others: at the top dose activity change, negative = inhibition, hits mostly inhibitors; AID 2100, 2009;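 note: 0% = full enzyme reaction and -100% = no-enzyme basal signal; the screen sought inhibitors and activators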
#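 Recombinant human enzyme (4 nM); glycogen substrate; 37 C, 40 min, pH 5.0. Readout: coupled glucose oxidase/Amplex Red fluorescence.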
# GLA spleen mod – qHTS Assay for Inhibitors and Activators of Human alpha-Galactosidase From Spleen Homogenate | AID 2107, 2009 | human spleen homogenate, 4MU-alpha-Gal fluorescence, 40 min | Potency, µM (doses to about 80 µM), for inactives: at the top dose activity change, negative = inhibition, actives largely listed as inhibitors | Alpha-galactosidase A (Homo sapiens), P06280 | 240,000 compounds, 0.008% hits;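 note: 0% = enzyme with vehicle and -100% = no enzyme basal signal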
# Target sequence (P06280 32-429 limits assumed): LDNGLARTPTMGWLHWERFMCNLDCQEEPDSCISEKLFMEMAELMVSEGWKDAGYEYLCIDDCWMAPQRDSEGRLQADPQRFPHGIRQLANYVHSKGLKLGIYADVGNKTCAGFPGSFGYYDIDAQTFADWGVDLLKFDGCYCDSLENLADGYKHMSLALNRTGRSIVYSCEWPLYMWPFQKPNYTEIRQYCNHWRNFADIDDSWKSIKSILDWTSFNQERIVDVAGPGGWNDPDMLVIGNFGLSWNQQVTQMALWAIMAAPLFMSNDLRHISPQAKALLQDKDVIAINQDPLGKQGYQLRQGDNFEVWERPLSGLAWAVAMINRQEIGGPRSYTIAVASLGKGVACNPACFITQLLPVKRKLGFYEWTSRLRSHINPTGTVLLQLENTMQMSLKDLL
#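 Human spleen homogenate (1 ug) was the enzyme source, with 4-methylumbelliferyl-alpha-D-galactopyranoside (1 mM final) in pH 5.0 citrate buffer with 0.01% Tween-20. Compounds were titrated; after 40 min at 37C, NaOH/glycine stop, 4-MU fluorescence read; AC50 from Hill fits.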
# Epigenetic reg – Quantitative High-Throughput Screen for Regulators of Epigenetic Control | AID 1865, 2009 | 280,000 compounds, 0.2% hits | murine LDR cells, GFP reporter derepression, 30 h | Potency, µM (titrated, usually from 53.9 µM), inactives show top-dose GFP activation, actives largely listed as activators; note: % of control where 0% means no effect; nearly all actives have a fitted effect of over 60% in size
#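 Murine LDR cells carrying a silenced, genomically integrated CMV-driven GFP reporter were exposed to compound for 30 hours at 37 C. After PBS washes, GFP-positive cells (20–120 um objects) were counted by laser-scanning microplate cytometry.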
# ALDH1A1 block – qHTS Assay for Inhibitors of Aldehyde Dehydrogenase 1 (ALDH1A1); Potency, µM (top dose mostly 75.3 µM), for inactives: top-dose activity, negative = inhibition, usual class: inhibitors; Aldehyde dehydrogenase 1A1 (Homo sapiens), P00352; 220,000 compounds, 7.3% hits; Purified ALDH1A1, NADH fluorescence, propionaldehyde substrate; AID 1030, 2008; active = well fitted inhibition curve with a large enough effect, not every such curve was filed as active; inconclusive = small, poorly fitted or top-dose-only effect, or another doubt; inactive = no such curve, though single readings can be large or run the other way;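 note: plate controls were no enzyme wells and a reference inhibitor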
# Tau fluor cs – Counterscreen qHTS for Inhibitors of Tau Fibril Formation, Fluorescence Polarization. tau K18 P301L (four-repeat tau fragment) Alexa594 fluorescence, heparin fibrillization. Potency, µM (doses to about 57.7 µM), without a hit: at the top dose activity change, negative = decrease. 280,000 compounds, 0.93% hits; note: % is set by controls: 0 for no effect and ±100 for the full control effect; nearly all actives have a fitted effect of over 55% in size
#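 Human K18 P301L tau (15 uM unlabeled plus 0.24 uM Alexa 594-labeled, final) in 100 mM sodium acetate pH 7 was mixed with compound and 20 uM heparin and incubated 6 hr at 37 C.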
# NPSR antagonist – qHTS Assay for Antagonists of the Neuropeptide S Receptor: cAMP Signal Transduction | 220,000 compounds, 1% hits | CHO-NPSR cells, cAMP TR-FRET, antagonist mode | AID 1461, 2008 | Potency, µM (top dose mostly 38.3 µM), inactives show at the top dose activity change, negative = inhibition, usual class: inhibitors; note: % is set by controls: 0 for no effect and ±100 for the full control effect; nearly all actives have a fitted effect of over 50% in size; many of its hits are not listed in these tables
# Target sequence (Q6W5P4 whole entry, looked up): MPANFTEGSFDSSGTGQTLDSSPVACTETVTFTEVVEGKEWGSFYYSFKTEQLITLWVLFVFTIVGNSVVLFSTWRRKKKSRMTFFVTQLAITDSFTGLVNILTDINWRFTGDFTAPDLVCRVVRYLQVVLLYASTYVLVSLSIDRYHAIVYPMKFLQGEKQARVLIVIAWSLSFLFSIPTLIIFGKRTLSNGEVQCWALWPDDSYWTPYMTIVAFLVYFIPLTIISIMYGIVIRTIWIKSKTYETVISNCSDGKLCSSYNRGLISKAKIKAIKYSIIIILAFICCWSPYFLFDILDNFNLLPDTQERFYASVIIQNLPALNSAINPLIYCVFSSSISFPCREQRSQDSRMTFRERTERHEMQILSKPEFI
# * marks the source's active call; other numbers are inactive results; u = inconclusive; x = no result given; & = joins results of further samples; [ ] = remark or other dose. Unless noted, calls come from the whole dose curve; as a rule, active = well fitted curve in the direction sought with a large enough effect; inconclusive = small, poorly fitted or top-dose-only effect, or another doubt; inactive = no such curve, though single readings can be large; an effect the other way counts as inactive or inconclusive. Potency is the fitted concentration of half-maximal effect. An excerpt; rates above refer to the full screens.
SMILES,aGlu spleen mod,GAA inhib,GAA glycogen,GLA spleen mod,Epigenetic reg,ALDH1A1 block,Tau fluor cs,NPSR antagonist
O=C(OC1CCCCC1=O)c1cc(=O)c2ccccc2o1 (configuration not stated),6%,-4%,-1%,7%,0.0%,4%,-6%,u
NCCCCNCCCN,1%&12%&-7%&10%&7%,x,6%,-1%&0%&-3%&5%&4%,-1.2%&10%&2.4%&2.7%,-11%&9%&-1%,4%&-4%&16%&-6%,-14%[46.1 µM]
Cn1c(=O)[nH]c(=O)c2c1nc(CN1CCN(c3cccc(Cl)c3)CC1)n2Cc1ccccc1Cl,-4%,-16%,1%,-12%,-0.8%,u,-8%,-21%[46.1 µM]
Oc1c(C(c2ccccn2)N2CCC(Cc3ccccc3)CC2)cc(Cl)c2cccnc12 (configuration not stated),8%,-5%,-3%,5%,-1.2%,5.6µM*,-15%,u
COc1ccccc1NC(=O)CN1CCCCC1,1%,-4%,-1%,4%,0.0%,19%,-5%,-9%[46.1 µM]
NC(=S)N/N=C/c1cc([N+](=O)[O-])ccc1OCCOc1ccccc1,2%,-5%,-12%,6%,0.1%,14%,-15%,-7%[46.1 µM]
CC(C)OC(=O)c1nnc(Cc2ccc(F)cc2)o1,4%,2%[15.4 µM],9%,-1%,0.0%,12%,-2%,u
Cc1ccc(-n2cc(-c3ccccc3)c3c(NN4CCOCC4)ncnc32)cc1,2%,1%,u,3%,0.0%,0%,0%,-38%
COC(=O)C1(C(C[N+](=O)[O-])c2ccco2)C(=O)NCC1c1ccccc1 (configuration not stated),2%,x,2%,9%,0.1%,x,3%,3%
C(=N\Nc1nc(N2CCCC2)nc(N2CCCC2)n1)/c1ccncc1,1%,0%,-5%,3%,9.0%,-4%,-12%,1%
O=C(CN1C(=O)C2CCCCC2C1=O)Nc1nccs1 (configuration not stated),1%,-4%,4%,2%,2.8%,u,-6%,9%
COc1cc(NC(=S)N2CCN(C/C=C/c3ccccc3)CC2)cc(OC)c1,0%,-6%,-3%,-2%,-1.0%,8%,-28%,-2%
COc1ccc(COc2ccsc2C(=O)Nc2ccc(Cl)cc2)cc1,-3%,u,3%,4%,1.2%,-5%,-14%,-12%[46.1 µM]
COC(=O)Cn1cc(C(=O)OC)cc(Br)c1=O,-1%,3%,-1%,2%,-8.3%,7%,-6%,-17%[7.67 µM]
Clc1ccc(Cn2ncc3c(NCc4ccccc4)ncnc32)c(Cl)c1,-2%,-11%,-8%,9%,0.2%,u,-23%,-20%
CC(C)Nc1nc(NC(C)C)nc(N(C#N)C(C)C(=O)N(C)C)n1 (configuration not stated),3%,u,15%,-20%,2.2%,u,-5%,-14%
CC(NC(=O)CCCCCCN1C(=O)c2ccccc2C1=O)c1ccc2c(c1)CCCC2 (configuration not stated),-7%,-6%,-10%,-3%,-0.7%,u,-5%,u
C1CCC(NC(=NC2C3CC4CC(C3)CC2C4)N2CCOCC2)CC1 (configuration not stated),0%&-5%,x,x,-7%&-6%,0.0%&1.1%,0%&-13%,-1%&-14%,x
Cc1nn(CCC#N)c(N)c1C1(O)C(=O)Nc2c(Cl)cc(Cl)cc21 (configuration not stated),12%,-5%,0%,5%,2.2%,4µM*,-19%,-33%
COc1c(Cl)cc(Cl)cc1CNCCO,-5%,12%,5%,-5%,-1.9%[10.1 µM],0%,7%,2%

# 3 of the entries above in order of their number in NPSR antagonist, low to high.
structure	NPSR antagonist
Cc1nn(CCC#N)c(N)c1C1(O)C(=O)Nc2c(Cl)cc(Cl)cc21 (configuration not stated)	-33%
COc1c(Cl)cc(Cl)cc1CNCCO	2%
O=C(CN1C(=O)C2CCCCC2C1=O)Nc1nccs1 (configuration not stated)	9%

# New compounds follow:
SMILES,aGlu spleen mod,GAA inhib,GAA glycogen,GLA spleen mod,Epigenetic reg,ALDH1A1 block,Tau fluor cs,NPSR antagonist
O=C1NC(c2ccccc2)(C(F)(F)F)SC2=NCCCN12 (configuration not stated),3%,-7%,6%,5%,0.0%,-9%,-3%,12%[46.1 µM]
COC(=O)CCC(=O)NS(=O)(=O)c1ccc(N=NN2CCOCC2)cc1,0%,-4%,-7%,2%,-4.3%,-2%,-1%,-3%
CC1Cc2ccccc2N1C(=O)COc1cccc(-n2cnnn2)c1 (configuration not stated),-7%,-4%,-2%,-1%,2.9%,7%,-3%,-11%[46.1 µM]
COc1ccccc1Nc1ncnc2ccc(C)cc12,-2%,0%,0%,6%,-0.7%,12%,-7%,-6%[46.1 µM]
CCOc1ccc(-c2cn(-c3cccc(SC)c3)c(=O)[nH]2)cc1,-3%,-1%,-2%,1%,-0.8%,u,-1%,-1%
Cn1nnnc1Sc1c(Cl)cccc1[N+](=O)[O-],-4%,-1%,14%,0%,-1.8%,u,4%,21%
CCSc1nnc(-c2cccc(S(=O)(=O)N(C)C)c2)n1-c1cc(OC)ccc1OC,-4%,-4%,4%,-2%,-0.7%,-4%,-7%,u
COCCCNc1nc2nonc2nc1N(C)CC1CCCN1C (configuration not stated),-3%,0%,-11%,3%,2.0%,1%,-13%,-5%
COc1cc(CN2CCCC(C)C2)cc([N+](=O)[O-])c1O (configuration not stated),-12%,-5%,0%,-17%,-0.1%,5%,-5%,-14%[46.1 µM]
CC1CCN(c2nc(N(C)c3ccccc3)nc(N)c2[N+](=O)[O-])CC1,-2%,x,-20%,5%,1.1%,x,-14%,8%[7.67 µM]
O=C(c1nc2ncccn2n1)N1CCN(c2ccccc2)CC1,-16%,2%,2%,29%,-0.7%,-5%,7%,-3%[46.1 µM]
Cc1noc(C)c1C(=O)OCC(=O)N1CCN(S(=O)(=O)c2ccc3ccccc3c2)CC1,-2%,x,-25%,7%,-1.8%,x,9%,-17%
C#CCOCCOCCOCCNc1nc(N2CCN(C(=O)[C@H](CCC(=O)O)n3cc(C(N)CO)nn3)CC2)nc(N2CCN(C(=O)[C@H](CCC(=O)O)n3cc(C(N)[C@H](C)CC)nn3)CC2)n1 (some centres not stated),-1%,x,0%,5%,-3.0%,-2%,8%,-21%
Cc1ccc2cc(CN(CC3CCCO3)S(=O)(=O)c3ccccc3)c3nnnn3c2c1 (configuration not stated),-6%,u,3%,-3%,0.0%,7.1µM*,-13%,u
CCOCN(C(=O)Cn1c(COC)nc2ccccc21)c1c(C)cccc1CC,2%,-1%,-11%[76.3 µM],3%,2.7%&1.0%,5%,-2%&-3%,-10%[46.1 µM]
Fc1ccccc1NC(=S)NNc1ncc(C(F)(F)F)cc1Cl,-1%,-10%,28µM*,1%,-2.8%,2.2µM*,-16%,-2%[46.1 µM]
O=C(O)c1cc2c(s1)-c1ccccc1OC2,-1%,u,5%,1%,2.5%,u,-4%,-5%[46.1 µM]
CC(=O)OC(CC(=O)O)C[N+](C)(C)C (configuration not stated),-9%,0%[15.4 µM],2%,7%,1.1%,0%,-8%,10%
NS(=O)(=O)c1cccc(NC(=O)Cn2cnc3ccccc3c2=O)c1,3%,-2%,7%,3%,-1.0%,5%,-8%,2%[46.1 µM]
COc1ccc(-c2nc(-c3ccccc3)nc(N3CCN(C)CC3)c2C#N)cc1,-2%,2%,0%,2%,-0.2%,-5%,-9%,-10%[46.1 µM]

# Single entries from the entries so far:
# In GAA inhib, O=C(c1nc2ncccn2n1)N1CCN(c2ccccc2)CC1 is listed with 2%
# In Tau fluor cs, NCCCCNCCCN is listed with 4%&-4%&16%&-6%
# In GAA inhib, C(=N\Nc1nc(N2CCCC2)nc(N2CCCC2)n1)/c1ccncc1 is listed with 0%
# In Epigenetic reg, NS(=O)(=O)c1cccc(NC(=O)Cn2cnc3ccccc3c2=O)c1 is listed with -1.0%

# Next part:
SMILES,aGlu spleen mod,GAA inhib,GAA glycogen,GLA spleen mod,Epigenetic reg,ALDH1A1 block,Tau fluor cs,NPSR antagonist
[N-]=[N+]=NCC1OC(n2cnc3c(=O)[nH]c(N)nc32)C(O)C1O (configuration not stated),-1%,x,x,3%,2.9%,8%,-3%,x
Cc1nn(C)c(C(=O)N/N=C/c2ccc(C(F)(F)F)cc2)c1[N+](=O)[O-],7%,-3%,-1%,6%,-1.9%,6%,-9%,14%
Cc1nc(OCc2ccccc2)c2ccccc2n1,-10%,-8%,-6%,4%,-0.3%,-14%,0%,-16%[46.1 µM]
C/C(=C\c1ccco1)C1C(C#N)=C(N)Oc2n[nH]c(-c3ccccc3)c21 (configuration not stated),2%,-10%,-7%,9%,-0.7%,u,u,-13%[46.1 µM]
C#CCNC(=O)C1=C[C@H](c2ccc3c(c2)OCO3)[C@@H](CCCO)[C@H](OCC)O1,6%,x,-4%,7%,-1.5%,-4%,0%,-4%
CCOC(=O)CNC(=O)CSc1nnc(Cn2cnc3ccccc32)n1C,0%,0%,2%,2%,2.9%,2%,1%,-5%[46.1 µM]
CCOc1ccc(NC(=O)c2cccs2)c([N+](=O)[O-])c1,-5%,2%,2%,11%,2.7%,-8%,-11%,5%[46.1 µM]
Cc1ccc(C)c(CSc2ncccc2C(=O)O)c1,-4%,-1%,0%,0%,0.2%,-1%,-8%,-7%
O=C(CSc1nnc(COc2ccccc2)o1)N1CCOCC1,-1%,u,-8%,0%,8.4%,0%,6%,-2%
C/C(=N\Nc1ccc(C(F)(F)F)cn1)c1ccc(S(=O)(=O)NCc2ccco2)cc1,1%,2%,6%,-2%,-0.9%,6%,-10%,-25%
Cc1c(C)n(CC(O)CN2C(=O)c3ccccc3S2(=O)=O)c2ccccc12 (configuration not stated),1%,-4%,-6%,-3%,3.1%,14µM*,u,-14%[46.1 µM]
Cc1ccn2c(CNCCCn3cccn3)c(C(=O)N3CCCCCC3)nc2c1,1%,9%,7%,-7%,1.1%,-8%,-8%,-5%
CC(C)OCC(O)CN1CCN(CC(O)COc2ccc3c(c2)OCO3)CC1 (configuration not stated),2%,-10%,-3%,6%,-1.0%,9%,3%,7%[46.1 µM]
COC(=O)CN1C(=S)N(Cc2ccccc2)C(=O)C1CC(=O)Nc1ccc(Br)cc1 (configuration not stated),-5%,-30%,-17%,-4%,1.1%,-4%,u,u

# Assay outcomes: PubChem BioAssay, National Center for Advancing Translational Sciences (NCATS)
